FN deposition inh: inhibitors of fibronectin matrix deposition, primary screen, AH1F cells, Alexa488-fibronectin fluorescence, plate reader; inhibition, % at 12.6 µM; AH1F fibroblasts, overnight; 0.086% of 350,000 active;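 active = mean inhibition across replicates of 30% or more, regardless of how many single replicates reach that level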;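 also: positive control wells lacked labelled fibronectin entirely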
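Assay system: AH1F fibroblasts assembling fluorescent fibronectin matrix; Amount: 10000 AH1F cells per well; Buffer or medium: DMEM, 2% serum; Probe or stimulus: Alexa488-fibronectin, 24 nM final in well; Doses: single compound dose, delivered by pin transfer; Incubation: 1 h adhesion, overnight exposure; Measured by: fluorescence 485/525 nm; Read-out: fibronectin deposition inhibition.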
XiGFP reactiv: activators of inactive X chromosome reactivation, primary screen, imaging, XiGFP fibroblasts, GFP high-content imaging, set 2 | XiGFP mouse fibroblasts, % GFP-positive cells imaging, 3 d; cells co-treated with 5-aza-dC sensitizer; scaled so ellipticine positive control = 100% | activation, % at 7.58 µM | 0.055% of 360,000 active;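 active = mean normalized replicate activation at least 10% and every replicate at or above 10%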;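 also: 0% = median of on-plate neutral control wells and 100% = ellipticine 6 µM median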
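Schedule: 3 d treatment, 15 min room-temperature fixation; system: 68-5-11 XiGFP fibroblast line; buffer or medium: DMEM plus 5-aza-dC sensitizer; control set: ellipticine 6 µM positive control; compound: one concentration, pinned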
RAD52 anneal inh: RAD52 DNA annealing inhibitors, primary screen, biochemical, FRET, single point, set 2. DNA repair protein RAD52 homolog (Homo sapiens), P43351. recombinant RAD52 DNA annealing, FRET fluorescence. inhibition, % at 18.7 µM. AID 651710, 2012. 0.46% of 360,000 active;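 active = every replicate showing at least 50% inhibition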
esBAF inh: Bmi1 luciferase reporter increase in mESCs, primary screen, esBAF inhibitor project, mouse ES cells, Bmi1 luciferase knock-in, single point. 24 h; 100% = twice the neutral-well signal. reporter increase, % at 12.5 µM. 2% of 350,000 active. AID 602393, 2012; in the data active = activation above about 40%;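 also: 0% = median of the plate's neutral control wells and 100% = double that signal; a rise in the Bmi1 reporter signal indicates esBAF inhibition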
S100A4 MyoIIA: inhibitors of S100A4-myosin IIA peptide binding, primary screen, biochemical, fluorescence polarization, TAMRA-MyoIIA peptide; 0.14% of 360,000 active; inhibition, % at 10.7 µM; AID 652163, 2013; Protein S100-A4 (Homo sapiens), P26447;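 active = mean inhibition of at least 70% across replicates, with every replicate also reaching that level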
Target sequence (P26447 whole entry, looked up): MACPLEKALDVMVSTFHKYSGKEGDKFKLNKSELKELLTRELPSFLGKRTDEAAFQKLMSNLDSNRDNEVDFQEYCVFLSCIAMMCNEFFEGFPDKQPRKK
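Material: S100A4 monomer protein / Buffer or medium: 50 mM HEPES pH 7.2, 10 mM CaCl2, 100 mM KCl / Times: 5 min incubation before reading / Benchmarks: neutral control DMSO, positive control TFP / Reagent: labelled myosin peptide probe, 5 nM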
E-sel inducer: E-selectin induction in HUVECs, primary screen, imaging, HUVEC, immunofluorescence imaging, single point. P16581. activation, % at 7.58 µM. normalized: neutral wells 0, TNF-alpha wells 100. 0.37% of 260,000 active;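 active = mean E-selectin-positive cell signal at least 10% of the positive control, reached in at least 60% of replicates, without over 20% cell loss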;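 also: in these data hits start at about 27%; measured in HUVEC primary endothelial cells; signal is the percent of cells scored E-selectin positive by PE staining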
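Test system – human umbilical vein endothelial cells (HUVEC), E-selectin induction · Input – 3,000 HUVEC seeded per well · Buffer or medium – EGM-2, gelatin · Compound dosing – single-point compound dose · Detection – immunofluorescence imaging · Measure – percent E-selectin-positive cells · Controls – TNF-alpha high, DMSO low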
RAD54 branch: inhibitors of human RAD54 branch migration, primary screen, biochemical, fluorescence, single point; RAD54 Holliday junction branch migration, FAM/BHQ fluorescence; inhibition, % at 10.4 µM; 0.14% of 360,000 active;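 active = mean normalized replicate activity at least 40 and at least half of replicates scoring 40 or more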;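 also: 0% = median of neutral control wells and 100% = median of positive control wells; inhibitors cause a drop in the FAM fluorescence signal; in these data hits start at about 50%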
Target sequence (Q92698 whole entry, looked up): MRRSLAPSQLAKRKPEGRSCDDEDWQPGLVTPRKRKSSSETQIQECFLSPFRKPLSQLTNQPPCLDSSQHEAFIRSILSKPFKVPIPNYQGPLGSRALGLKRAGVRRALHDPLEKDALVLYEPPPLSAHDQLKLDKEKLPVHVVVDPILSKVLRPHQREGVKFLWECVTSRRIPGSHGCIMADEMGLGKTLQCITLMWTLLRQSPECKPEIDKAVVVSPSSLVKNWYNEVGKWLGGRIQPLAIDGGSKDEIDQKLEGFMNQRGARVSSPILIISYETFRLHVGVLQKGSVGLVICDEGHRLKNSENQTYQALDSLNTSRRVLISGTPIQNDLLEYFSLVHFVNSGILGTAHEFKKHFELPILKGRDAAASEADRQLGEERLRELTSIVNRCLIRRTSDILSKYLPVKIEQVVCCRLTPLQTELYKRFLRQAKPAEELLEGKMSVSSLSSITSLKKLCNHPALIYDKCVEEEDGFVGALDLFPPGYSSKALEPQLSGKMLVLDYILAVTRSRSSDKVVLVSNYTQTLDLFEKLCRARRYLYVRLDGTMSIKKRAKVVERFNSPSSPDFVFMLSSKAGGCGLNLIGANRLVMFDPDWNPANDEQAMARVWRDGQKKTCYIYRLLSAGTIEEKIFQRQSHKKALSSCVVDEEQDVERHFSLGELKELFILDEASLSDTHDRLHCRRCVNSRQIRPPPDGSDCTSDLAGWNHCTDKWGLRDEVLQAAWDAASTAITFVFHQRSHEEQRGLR
EWS-Fli inh: EWS/Fli-driven NR0B1 reporter inhibitors, primary screen, A673 cells, NR0B1 luciferase, luminescence, MLPCN library; 0.67% of 350,000 active; inhibition, % at 12.6 µM; viability-normalised;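 active = mean inhibition of at least 50% after viability correction, with every replicate also passing that limit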;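 also: firefly luciferase signal divided by Alamar Blue viability fluorescence both relative to DMSO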
* marks the source's active call; other numbers are inactive results. Some of the compounds tested (hit frequency here may not be typical).

What do the screens show for `CC(C)n1cc(C(=O)N(CC(=O)NC(C)(C)C)Cc2ccccc2)cn1`?
FN deposition inh: -2; esBAF inh: -10; RAD54 branch: -1

Results for Cc1[nH]c2ccccc2c1CCN ?
FN deposition inh: 0; esBAF inh: 1; RAD54 branch: 3

How did CCCC[n+]1cc(/N=C(\[O-])OC)on1 do in these assays?
FN deposition inh: -5; esBAF inh: -4; RAD54 branch: 0

Results for C=CCn1c(O)c(C(C)=NCCc2ccccc2)c(=O)[nH]c1=O ?
FN deposition inh: -28; esBAF inh: 0; RAD54 branch: 1

How did Cc1ccc(C(=O)n2cc(CCN3CCS(=O)(=O)CC3)c3ccccc32)cc1 do in these assays?
FN deposition inh: -6; esBAF inh: 8; RAD54 branch: -3

Results for Cc1cccnc1-n1c(-c2ccccc2)nc2ccccc2c1=O ?
FN deposition inh: -2; esBAF inh: 1; RAD54 branch: -3

What do the screens show for `COc1ccc(CCn2c(O)c(C=NCCCN(C)C)c(=O)[nH]c2=O)cc1OC`?
FN deposition inh: 2; esBAF inh: 0; RAD54 branch: -1

How did CC1CN=C(NCc2ccccc2)S1 (stereo unspecified) do in these assays?
FN deposition inh: -16; esBAF inh: 5; RAD54 branch: -10

Results for CC1CC2(O)c3nonc3CCC2N1O (stereo unspecified) ?
FN deposition inh: 1; esBAF inh: 3; RAD54 branch: -3

Results for COc1ccc(-n2c(=O)[nH]c3ccccc3c2=O)c(OC)c1 ?
FN deposition inh: 5; esBAF inh: 0; RAD54 branch: -5

How did CN1C2CCC1C(C(=O)Oc1ccccc1)C(c1ccc(Cl)cc1)C2 (stereo unspecified) do in these assays?
RAD52 anneal inh: -3; S100A4 MyoIIA: -3; EWS-Fli inh: 0

Results for CC(=O)c1ccc(OC(NC(=O)c2ccco2)C(Cl)(Cl)Cl)cc1 (stereo unspecified) ?
RAD52 anneal inh: -13; S100A4 MyoIIA: 1; EWS-Fli inh: 0

How did CCOC(=O)C1C2c3ccccc3O[C@@]1(C)N=C1SCC(=O)N12 (stereo partly specified) do in these assays?
RAD52 anneal inh: -3; S100A4 MyoIIA: 2; EWS-Fli inh: 3

What do the screens show for `COC(=O)C1CC(OC(C)=O)C(=O)[C@H]2C1(C)CC[C@H]1C(=O)OC(c3ccoc3)CC12C` (stereo partly specified)?
RAD52 anneal inh: -5; S100A4 MyoIIA: -5; EWS-Fli inh: 6

How did C=CCN(CC=C)Cc1c[nH]c2ccccc12 do in these assays?
RAD52 anneal inh: -11; S100A4 MyoIIA: -11; EWS-Fli inh: 14

What do the screens show for `Oc1ccc2c3c1O[C@H]1c4[nH]c5c(c4CC4(O)C(C2)N(CC2CC2)CCC314)CC1(O)[C@H]2Cc3ccc(O)c4c3[C@@]1(CCN2CC1CC1)C5O4` (stereo partly specified)?
RAD52 anneal inh: 83*; S100A4 MyoIIA: 1; EWS-Fli inh: -11

What do the screens show for `N#CCCC#N`?
RAD52 anneal inh: -7; S100A4 MyoIIA: -1; EWS-Fli inh: 0

What do the screens show for `OC1(c2ccc(F)cc2)CC2CCC(C1)N2Cc1nnnn1C1CCCC1` (stereo unspecified)?
RAD52 anneal inh: -9; S100A4 MyoIIA: -2; EWS-Fli inh: -2

What do the screens show for `O=C(O)CCl`?
RAD52 anneal inh: -7; S100A4 MyoIIA: -8; EWS-Fli inh: -5

What do the screens show for `CN1CCN(C(=O)CN=[N+]=[N-])CC1`?
RAD52 anneal inh: 5; S100A4 MyoIIA: -5; EWS-Fli inh: -10

How did COc1ccc(OP(=O)(Nc2ccccc2)Nc2ccccc2)cc1 do in these assays?
RAD52 anneal inh: -9; S100A4 MyoIIA: -2; EWS-Fli inh: 13

What do the screens show for `O=C(Cc1ccccc1)N1CCCCN2[C@H](CO)[C@H](c3ccc(-c4ccccc4)cc3)[C@H]2C1`?
XiGFP reactiv: 0.0; E-sel inducer: -0.6; RAD54 branch: 8

How did COc1ccc(-c2nc3ccccc3c(=O)n2-c2cccnc2)cc1 do in these assays?
FN deposition inh: 5; E-sel inducer: -1.5; RAD54 branch: -10

What do the screens show for `N#Cc1ccc(Cn2cc(C(=O)c3ccco3)c3ccccc32)cc1`?
FN deposition inh: 0; E-sel inducer: -0.2; RAD54 branch: 0

How did Cc1c(N=Nc2c(O)n(Cc3ccccc3)c(=O)[nH]c2=O)c(=O)n(-c2ccccc2)n1C do in these assays?
FN deposition inh: -4; XiGFP reactiv: -0.1; RAD54 branch: -2

Results for Cc1ccc[n+](CC(O)Cn2c3ccccc3c3ccccc32)c1 (stereo unspecified) ?
FN deposition inh: -1; XiGFP reactiv: 0.0; RAD54 branch: 1

What do the screens show for `C=CCN1C(=O)/C(=C/c2ccc(N3CCOCC3)o2)C(=O)NC1=S`?
FN deposition inh: 5; XiGFP reactiv: 0.1; RAD54 branch: -56

Results for COc1cc2c(cc1OC)C(C(=O)NCCC(C)C)C1CCCCN1C2=O (stereo unspecified) ?
FN deposition inh: 5; XiGFP reactiv: 0.0; RAD54 branch: -7

Results for Fc1ccccc1CCNCc1ccccc1 ?
FN deposition inh: -1; XiGFP reactiv: 0.4; RAD54 branch: -14

What do the screens show for `O=C1/C(=C/c2ccc([N+](=O)[O-])cc2)N2CCC1CC2`?
FN deposition inh: 4; XiGFP reactiv: 0.0; RAD54 branch: -4

How did C/C(CC(c1ccccc1)c1c(O)c2ccccc2oc1=O)=N\NC(N)=S (stereo unspecified) do in these assays?
FN deposition inh: 2; XiGFP reactiv: 0.4; RAD54 branch: -2

Results for Cc1ccc(NP(=O)(Oc2ccccc2F)Oc2ccccc2F)cc1C ?
FN deposition inh: -5; XiGFP reactiv: -0.1; RAD54 branch: 1

How did CCN(CC)c1ccc(/C=C2/C(=O)NC(=O)N(Cc3ccco3)C2=O)cc1 do in these assays?
FN deposition inh: 3; XiGFP reactiv: 0.0; esBAF inh: -7

How did O=C(c1cc(C(=O)NCc2ccccc2)c(=O)n(Cc2ccccc2)c1)c1cc(Cl)ccc1O do in these assays?
FN deposition inh: 1; XiGFP reactiv: 0.2; E-sel inducer: 0.4

What do the screens show for `O=C(c1ccccc1F)c1cn(Cc2ccc(F)cc2)c2ccccc12`?
FN deposition inh: 2; XiGFP reactiv: -0.1; E-sel inducer: -0.9

What do the screens show for `CCOC(=O)C(O)(c1ccc(NC(=S)NC(=O)c2ccc(Cl)cc2Cl)cc1)C(F)(F)F` (stereo unspecified)?
FN deposition inh: -2; XiGFP reactiv: 0.0; E-sel inducer: 0.1

How did Cc1ccc(S(=O)(=O)NCCC(=O)Nc2ccc(Cl)cc2C(=O)c2ccccc2)cc1 do in these assays?
FN deposition inh: -4; XiGFP reactiv: -0.2; E-sel inducer: -0.2

What do the screens show for `c1ccc2c(c1)CSc1ccccc1C2C1=NCCN1` (stereo unspecified)?
FN deposition inh: 4; XiGFP reactiv: 0.0; E-sel inducer: 0.1

Molecules shown so far that have a cyano group, in the order listed:
What do the screens show for `N#CCCC#N`?
RAD52 anneal inh: -7; S100A4 MyoIIA: -1; EWS-Fli inh: 0

What do the screens show for `N#Cc1ccc(Cn2cc(C(=O)c3ccco3)c3ccccc32)cc1`?
FN deposition inh: 0; E-sel inducer: -0.2; RAD54 branch: 0

By substructure: the compounds so far with a Cl atom (six)
How did CN1C2CCC1C(C(=O)Oc1ccccc1)C(c1ccc(Cl)cc1)C2 (stereo unspecified) do in these assays?
RAD52 anneal inh: -3; S100A4 MyoIIA: -3; EWS-Fli inh: 0

Results for CC(=O)c1ccc(OC(NC(=O)c2ccco2)C(Cl)(Cl)Cl)cc1 (stereo unspecified) ?
RAD52 anneal inh: -13; S100A4 MyoIIA: 1; EWS-Fli inh: 0

What do the screens show for `O=C(O)CCl`?
RAD52 anneal inh: -7; S100A4 MyoIIA: -8; EWS-Fli inh: -5

How did O=C(c1cc(C(=O)NCc2ccccc2)c(=O)n(Cc2ccccc2)c1)c1cc(Cl)ccc1O do in these assays?
FN deposition inh: 1; XiGFP reactiv: 0.2; E-sel inducer: 0.4

What do the screens show for `CCOC(=O)C(O)(c1ccc(NC(=S)NC(=O)c2ccc(Cl)cc2Cl)cc1)C(F)(F)F` (stereo unspecified)?
FN deposition inh: -2; XiGFP reactiv: 0.0; E-sel inducer: 0.1

How did Cc1ccc(S(=O)(=O)NCCC(=O)Nc2ccc(Cl)cc2C(=O)c2ccccc2)cc1 do in these assays?
FN deposition inh: -4; XiGFP reactiv: -0.2; E-sel inducer: -0.2

Assay outcomes: PubChem, Broad Institute
